Furin inh – blocks human furin protease activity | P09958 | purified furin, fluorogenic substrate cleavage | inhibition, % at 30 µM | 220,000 compounds, 0.061% hits | AID 463115; in the data active means inhibition above about 25%; further: inactives centre near -15
PERK inhibitor – blocks human PERK kinase. Q9NZJ5. CHO PERK-DD fusion, SEAP luminescence translation reporter. inhibition, % at 5.6 µM. 220,000 compounds, 0.17% hits. AID 1416;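 active means inhibition above the mean inhibition of all tested compounds plus 3 SD, set separately per screening campaign, cut at about 2.9% in these data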;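 further: PERK kinase domain activated by AP20187 dimerizer at 100 nM; 0% = DMSO with dimerizer and 100% = rapamycin at 8.4 µM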
Wee1 degr inh – blocks degradation of human Wee1 kinase | 220,000 compounds, 1.2% hits | P30291 | HeLa Luc-Wee1K328M stability, luciferase luminescence; 100% = proteasome inhibitor MG132 effect | AID 1321 | reporter increase, % at 5 µM;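 active means activation above the mean of all tested compounds plus 3 SD, set per screening run, cut at about 8.8% in these data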;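 further: cells exposed to compound for 20 h before luminescence read; 0% = DMSO alone and 100% = MG132 at 30 µM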
KCC2 mod – modulators of human KCC2 chloride dependent transport | 190,000 compounds, 2.2% hits | Q9H2X9 | AID 1456 | B-score of Tl+ flux slope (higher = more flux/activation; lower = inhibition) at 10 µM | KCC2 cells, thallium flux FluoZin-2 fluorescence;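 active means thallium flux slope and its plate-corrected score both differing from the plate sample mean at a set confidence after two filtering rounds, in either direction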;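 further: slope of fluorescence scaled to starting intensity during 10 to 20 s after thallium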
KLK5 inh – inhibitors of human kallikrein 5. Q9Y337. recombinant hK5, fluorogenic AMC substrate cleavage. inhibition, % at 5 µM. 210,000 compounds, 0.59% hits. AID 873;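 active means inhibition of 40% or more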;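 further: 0% = enzyme controls without compound and 100% = no-enzyme blanks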
FXIIa inh – blocks human coagulation factor XIIa protease activity. purified FXIIa, Boc-QGR-AMC fluorogenic substrate, 2 h. inhibition, % at 5 µM. 220,000 compounds, 0.3% hits; in the data active means inhibition above about 40%;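 further: 0% = enzyme with no compound and 100% = blank without enzyme; many of its hits are not listed in these tables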
FXIa inh 1536 – factor XIa (human) inhibition | P03951 | purified FXIa, Boc-Glu-Ala-Arg-AMC fluorogenic substrate | inhibition, % at 5 µM | 220,000 compounds, 0.14% hits | AID 798;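 active means inhibition of at least 40%; inactive means inhibition below 40%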;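 further: fluorescence of freed AMC excited at 355 nm; 0% = enzyme without compound and 100% = no enzyme blank; many of its hits are not listed in these tables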
thrombin 1536 – inhibitors of human thrombin. alpha-thrombin, Boc-VPR-AMC fluorogenic substrate cleavage. inhibition, % at 5 µM. 220,000 compounds, 0.26% hits;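 active means inhibition at or above 40%; inactive means inhibition below 40%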;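 further: 0% = enzyme with no compound and 100% = wells without enzyme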
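Material: human alpha-thrombin protein; Also added: Boc-VPR-AMC substrate, 15 µM final; Timing: enzyme reaction carried out at room temperature; Signal: fluorescence, ex 355 nm, em 460 nm; Measure: % inhibition of thrombin; Controls: enzyme without compound as high, wells lacking enzyme as low.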
p97 ATPase inh – human p97 ATPase inhibition; recombinant p97 ATPase, Kinase-Glo ATP luminescence, 3 h; inhibition, % at 8 µM; 220,000 compounds, 0.42% hits; AID 1481; in the data active means inhibition above about 15%;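 further: 0% = DMSO vehicle and 100% = wells lacking enzyme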
Target sequence (P55072 whole entry, looked up): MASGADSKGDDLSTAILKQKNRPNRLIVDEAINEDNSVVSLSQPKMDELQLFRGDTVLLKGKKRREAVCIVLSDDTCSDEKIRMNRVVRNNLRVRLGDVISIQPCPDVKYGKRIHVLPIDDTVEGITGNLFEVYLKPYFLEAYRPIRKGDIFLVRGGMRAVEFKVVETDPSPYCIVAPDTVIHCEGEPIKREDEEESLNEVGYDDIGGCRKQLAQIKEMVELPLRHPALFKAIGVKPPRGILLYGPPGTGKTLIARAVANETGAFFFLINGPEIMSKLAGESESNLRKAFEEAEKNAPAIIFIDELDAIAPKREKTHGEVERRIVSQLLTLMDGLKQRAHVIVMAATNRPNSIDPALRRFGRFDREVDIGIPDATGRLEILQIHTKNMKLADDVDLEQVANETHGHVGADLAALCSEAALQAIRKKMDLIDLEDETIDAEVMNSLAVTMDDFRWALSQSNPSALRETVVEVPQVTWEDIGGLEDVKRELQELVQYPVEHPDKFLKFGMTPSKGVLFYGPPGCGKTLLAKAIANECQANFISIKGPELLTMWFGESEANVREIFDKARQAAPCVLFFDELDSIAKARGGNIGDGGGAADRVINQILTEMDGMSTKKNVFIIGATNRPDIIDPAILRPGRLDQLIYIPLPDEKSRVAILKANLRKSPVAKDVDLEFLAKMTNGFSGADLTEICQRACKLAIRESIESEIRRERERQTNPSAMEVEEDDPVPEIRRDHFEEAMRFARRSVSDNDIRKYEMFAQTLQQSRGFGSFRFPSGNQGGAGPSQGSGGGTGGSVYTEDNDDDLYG
* marks the source's active call; other numbers are inactive results; nt = not tested or not shown; [ ] = another dose, or the depositor's remark.

Furin inh	PERK inhibitor	Wee1 degr inh	KCC2 mod	KLK5 inh	FXIIa inh	FXIa inh 1536	thrombin 1536	p97 ATPase inh	Structure
-30	1.4	2	0.35	4	8	1	-1	5	CCOC(=O)C(=O)Nc1nccs1
-3	0.1	-3	-2.2	3	7	-5	nt	6	CC(C)(C)NCC(O)c1cc(O)cc(O)c1 (stereo not drawn)
-9	-1.9	2	1.5	-14	11	-1	3	-8	CCOC(=O)c1ccc(N2C(=O)c3n[nH]c(C)c3C2c2ccc(OC)cc2)cc1 (stereo not drawn)
-11	nt	nt	-0.76	11	13	6	8	nt	COc1c(-c2ccc(O)c(O)c2)oc2cc(O)cc(O)c2c1=O
-19	0.2	-1	-0.29	4	15	4	2	3	O=C(c1ccncc1)N(Cc1ccccc1)Cc1nc2ccccc2c(=O)[nH]1
-16	-1.6	-1	2.4	43*	5	2	19	-7	O=C(NCCCN1CCN(CCCNC(=O)c2cc([N+](=O)[O-])ccc2Cl)CC1)c1cc([N+](=O)[O-])ccc1Cl
-5	0.2	1	0.85	-14	29	20	5	4	Cc1ccc(C2Nc3ccccc3C(=O)N2Cc2ccco2)cc1 (stereo not drawn)
-5	-0.3	-3	0.12	-1	6	1	-1	4	COc1ccc(N2C(=O)C(Cl)=C(Nc3ccc(OC)cc3OC)C2=O)cc1
-25	0.8	-2	0.98	-4	-7	-7	-8	2	COC(=O)CCN(C(C)=O)c1ccc(N)cc1
-29	-0.7	0	nt	nt	8	-2	-3	1	CC#CC(=O)N1CCC(CCc2ccccc2)(C(=O)OCC)CC1
-6	0.7	2	-0.16	-13	11	4	-2	2	CCCNC(=S)NCc1ccc(Cl)cc1
-26	0.8	54*	-0.77	-15	3	-2	-2	1	Cc1ccc(C(=O)Nc2cccc3ncccc23)cc1[N+](=O)[O-]
-18	0.6	-1	-1	2	7	-1	-4	4	Cc1nnc(SCC(=O)N2CCN(S(=O)(=O)c3ccccc3)CC2)s1
-5	-1.0	-3	-2.4	1	7	4	nt	-3	COC(=O)c1ccc(OCC(O)CN2C(=O)c3ccccc3S2(=O)=O)cc1 (stereo not drawn)
-11	-0.8	0	-1.3	-4	11	8	5	-6	Cc1onc(-c2c(F)cccc2Cl)c1C(=O)OCN1C(=O)c2ccccc2C1=O
-19	1.8	1	0.034	-7	7	4	nt	3	CO[C@@]1(NC(=O)CSCC#N)C(=O)N2C(C(=O)O)=C(CSc3nnnn3C)CS[C@@H]21
-10	0.3	4	-1.6	0	5	1	0	1	COc1ccc(OCCSc2nc3nc(C)cc(C)n3n2)cc1
-12	1.3	2	0.32	-5	11	6	-4	4	Cc1ccc(Nc2nc(NCC3CCCO3)nc(N)c2[N+](=O)[O-])cc1 (stereo not drawn)
-9	0.3	0	-0.031	0	6	2	8	4	COC(=O)c1sc2ccccc2c1NC(=O)c1ccc(S(=O)(=O)N2CCC(C)CC2)cc1
-22	0.2	0	-0.44	-2	3	-2	-3	5	CC1(C)CC(=O)CC2(C1)NCC(c1ccccc1Cl)c1c2[nH]c2ccccc12 (stereo not drawn)
-20[20 µM]	0.6	-1	-0.15	-48	1	-7	-3	2	COc1ccc(O)c(/C=N\NC(=O)CCn2nnc3ccccc32)c1
-16	0.6	0	-0.013	-11	6	6	-3	5	Cc1ccc(NC(=O)/C=C/c2ccc3c(c2)OCO3)nc1
-18	-1.2	1	-0.55	-23	7	-2	-5	-1	O=C(Nc1cccc(S(=O)(=O)N2CCCCCC2)c1)c1ccc2c(c1)OCO2
-15	1.2	-2	0.037	-9	12	1	-5	6	CC(=O)Nc1ccc2c(c1)CN(c1cc(C)ccc1C)CO2
-17	0.4	0	-0.26	-2	-1	-15	2	3	COc1cc(NC(=O)CN2C(=O)NC(C)(c3ccccc3)C2=O)c(C)cc1[N+](=O)[O-] (stereo not drawn)
-17[20 µM]	0.1	1	0.87	-26	-1	-8	-8	-2	O=C(NCc1ccc2c(c1)OCO2)c1nn2cccnc2c1Cl
-19	1.6	1	-0.052	-11	12	-3	1	5	CCOC(=O)C1C(c2ccccc2Cl)NC(=O)N(C)C1(O)C(F)(F)F (stereo not drawn)
-22	0.2	3	-0.17	-4	-1	2	-7	-1	Cc1cccc(NC(=O)c2ccc(COc3cccc4ccccc34)o2)n1
-3	0.4	-2	16*	-6	4	-5	-16	-2	O=C(Nc1nnc(-c2ccc3c(c2)CCCC3)o1)c1c(F)cccc1F
-11	2.3	9	0.28	8	14	8	4	-1	NNC(=S)NC1CCS(=O)(=O)C1 (stereo not drawn)

Shown with values under each structure: entries from further up.
Order of results – Furin inh, PERK inhibitor, Wee1 degr inh, KCC2 mod, KLK5 inh, FXIIa inh, FXIa inh 1536, thrombin 1536, p97 ATPase inh
- COC(=O)c1sc2ccccc2c1NC(=O)c1ccc(S(=O)(=O)N2CCC(C)CC2)cc1
 : -9, 0.3, 0, -0.031, 0, 6, 2, 8, 4
- CC1(C)CC(=O)CC2(C1)NCC(c1ccccc1Cl)c1c2[nH]c2ccccc12 (stereo not drawn)
 : -22, 0.2, 0, -0.44, -2, 3, -2, -3, 5
- COc1ccc(O)c(/C=N\NC(=O)CCn2nnc3ccccc32)c1
 : -20[20 µM], 0.6, -1, -0.15, -48, 1, -7, -3, 2
- Cc1ccc(NC(=O)/C=C/c2ccc3c(c2)OCO3)nc1
 : -16, 0.6, 0, -0.013, -11, 6, 6, -3, 5
- O=C(Nc1cccc(S(=O)(=O)N2CCCCCC2)c1)c1ccc2c(c1)OCO2
 : -18, -1.2, 1, -0.55, -23, 7, -2, -5, -1
- CC(=O)Nc1ccc2c(c1)CN(c1cc(C)ccc1C)CO2
 : -15, 1.2, -2, 0.037, -9, 12, 1, -5, 6
- COc1cc(NC(=O)CN2C(=O)NC(C)(c3ccccc3)C2=O)c(C)cc1[N+](=O)[O-] (stereo not drawn)
 : -17, 0.4, 0, -0.26, -2, -1, -15, 2, 3
- O=C(NCc1ccc2c(c1)OCO2)c1nn2cccnc2c1Cl
 : -17[20 µM], 0.1, 1, 0.87, -26, -1, -8, -8, -2
- CCOC(=O)C1C(c2ccccc2Cl)NC(=O)N(C)C1(O)C(F)(F)F (stereo not drawn)
 : -19, 1.6, 1, -0.052, -11, 12, -3, 1, 5
- Cc1cccc(NC(=O)c2ccc(COc3cccc4ccccc34)o2)n1
 : -22, 0.2, 3, -0.17, -4, -1, 2, -7, -1
- O=C(Nc1nnc(-c2ccc3c(c2)CCCC3)o1)c1c(F)cccc1F
 : -3, 0.4, -2, 16*, -6, 4, -5, -16, -2
- NNC(=S)NC1CCS(=O)(=O)C1 (stereo not drawn)
 : -11, 2.3, 9, 0.28, 8, 14, 8, 4, -1

(listing goes on)
Furin inh	PERK inhibitor	Wee1 degr inh	KCC2 mod	KLK5 inh	FXIIa inh	FXIa inh 1536	thrombin 1536	p97 ATPase inh	Structure
-11[20 µM]	-1.1	1	-0.74	-29	-3	-3	-15	-4	CCOC(=O)Cc1csc(NC(=O)COc2ccc(N(C)S(=O)(=O)c3ccc(C)cc3)cc2)n1
-18	0.9	6	0.47	-3	4	5	-5	4	O=C(CSc1ncn[nH]1)c1cc2ccccc2o1
-18	0.0	-2	-0.023	1	11	1	0	9	O=C(CNC(=O)c1cccs1)NCCN1CCC(Cc2ccccc2)CC1
-9	0.3	-5	0.91	-4	4	-3	-2	5	Cc1cccc(OCc2n(CC(=O)OC3CC(C)CCC3C(C)C)c3ccccc3[n+]2C)c1 (stereo not drawn)
2	-0.4	-2	-2.1	-10	15	-1	1	-4	Cc1onc(-c2c(F)cccc2Cl)c1C(=O)OCC(=O)NCc1ccco1
-22	0.5	0	1.1	-3	2	-4	-8	8	CCc1ccc(-n2cc(-c3ccc(F)cc3)[n+]3c2SCCC3)cc1
-20	-0.7	0	nt	11	6	-25	-1	-2	COc1ccc(N2CCN(C3CC(=O)N(Cc4ccc(N5CCCC5=O)cc4)C3=O)CC2)cc1 (stereo not drawn)
-15	1.2	-3	nt	-14	20	8	1	4	Nc1ccc2c(c1)CC(=O)c1ccccc1S2
-20	-0.2	-1	nt	5	13	10	-1	2	CC1(C)Cc2cccc(OCC(=O)Nc3cccnc3)c2O1
-12	1.4	5	0.7	-2	7	2	4	6	O=C(Nc1ccc(-c2cn3c(n2)SCC3)cc1)c1ccco1
6	-0.3	-2	-0.1	-13	17	6	2	0	O=[N+]([O-])c1ccc(N2CCOCC2)cc1SCc1ccco1
-13	-1.6	-2	-0.48	-12	20	-2	3	-3	CCn1cc(C(=O)NC2CCC(C)CC2)c(=O)c2cc(S(=O)(=O)N3CCCCC3)ccc21 (stereo not drawn)
-3[20 µM]	0.1	-2	0.59	-3	-7	-5	-7	0	Cc1ccccc1N/C(=C(/C(Cl)=C(Cl)Cl)[N+](=O)[O-])n1nnc2ccccc21
-26	1.7	0	-0.21	6	9	4	4	7	Cc1nnsc1C(=O)N1CCN(c2ccc(F)cc2)CC1
-41	0.7	0	-0.1	18	12	30	2	7	CCOc1cc(/C=C2\SC(=O)N(CC(=O)Nc3ccccc3F)C2=O)cc([N+](=O)[O-])c1O
-16	-0.4	5	-1.1	-10	10	-4	-8	-7	COC(=O)c1ccccc1SC1CC(=O)N(c2cccc(C)c2)C1=O (stereo not drawn)
-26	0.5	0	-1.6	-8	12	1	2	1	CCCCCn1c(N2CCN(c3cccc(Cl)c3)CC2)nc2c1c(=O)[nH]c(=O)n2C
-22[20 µM]	0.1	0	-0.22	-21	16	3	4	-1	CN1C(=O)NC(c2ccccc2)C2=C1CN(c1ccc3ccccc3c1)C2=O (stereo not drawn)
-20[20 µM]	-0.5	-2	1.5	2	9	-1	-5	0	CC(NC(=O)C12CC3CC(CC(C3)C1)C2)c1ccc2c(c1)OCCO2 (stereo not drawn)
-18[20 µM]	-1.1	4	0.34	2	16	-7	5	2	CCOc1ccc(N(CC(=O)N/N=C/c2cc([N+](=O)[O-])ccc2Cl)S(C)(=O)=O)cc1
-15[20 µM]	-0.3	2	0.51	4	-4	5	-19	-7	COc1cc(S(=O)(=O)NCc2cccnc2)c(OC)cc1Br

Screening data as filed in PubChem.
